Spn MK inh: inhibitors of Streptococcus pneumoniae mevalonate kinase | purified MK, PK/LDH-coupled NADH absorbance 340 nm | inhibition, % at 10 µM | 65,000 compounds, 0.48% hits | AID 555;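 active means ranked among the strongest by inhibition in the single 10 µM screen, a fixed top-ranked set picked for dose follow-up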; further: no value below 0 was filed
HT1080 cytotoxicity: cytotoxicity in HT1080 fibrosarcoma cells, cell-based, fluorescence readout (AID 620); HT1080 viability, fluorescence; higher % means a stronger effect; 87,000 compounds, 0.42% hits; cytotoxicity, % at 10 µM, or EC50 in µM where a hit was titrated;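 further: cells exposed to compound overnight then 4 h with Alamar Blue; 0% = vehicle DMSO and 100% = killing control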
LYP inhibition: inhibition of human PTPN22 tyrosine phosphatase – biochemical, DiFMUP fluorescence, recombinant catalytic domain, 10 µM, primary screen (AID 606). recombinant LYP catalytic domain, DiFMUP fluorescence; higher % means a stronger effect. inhibition, % at 10 µM; hits with a dose series show IC50 in µM. 52,000 tested, under 10 active;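 active means IC50 under 40 µM in the dose-response test; inactive means IC50 of 40 µM or more, or never dose-tested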
HPDE-C7 viability: cytotoxicity in HPDE-C7 cells, cell-based, fluorescence, HTS (AID 430) | HPDE-C7 pancreatic duct cells viability, fluorescence; higher % means a stronger effect | cytotoxicity, % at 10 µM, or EC50 in µM where a hit was titrated | 63,000 compounds, 1.8% hits;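 further: cells exposed to compound for 48 hours before viability readout; 0% = vehicle and 100% = reference cytotoxic drug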
HPDE-C7K KRASV12: cytotoxicity in KRAS-transformed pancreatic duct cells, primary screen, cell-based, fluorescence, HTS (AID 431). HPDE-C7K KRASV12 cells, Alamar Blue viability, 48 h; higher % means a stronger effect. cytotoxicity, % at 10 µM; hits with a dose series show EC50 in µM. 63,000 compounds, 1.7% hits;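 active means compounds whose percent cytotoxicity in the single-dose primary screen, scaled between solvent and toxic-drug controls, exceeds 50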;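 further: 0% = DMSO solvent wells and 100% = doxorubicin-treated wells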
PMK inhibit: blocks S. pneumoniae phosphomevalonate kinase; purified PMK, PK/LDH-coupled NADH absorbance 340 nm; inhibition, % at 10 µM; 65,000 compounds, 0.49% hits; AID 539;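 active means top-ranked compounds by inhibition in the single 10 µM screen, taking a fixed number of the strongest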;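 further: 0% = full reaction with DMSO carrier and 100% = background rate without enzyme reaction; no value below 0 was filed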
TNAP inhibition: human TNAP enzyme inhibitors, biochemical, luminescent (AID 518); purified TNAP enzyme, luminescent substrate readout; higher % means a stronger effect; one-dose inhibition, % at 20 µM; IC50 in µM for titrated hits; 64,000 compounds, 0.09% hits; in the data active means a potency from the dose series; inactive means the rest, 99 in 100 with inhibition below about 22%;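 further: plate controls were vehicle for no effect and reference inhibitor for full effect; many of its hits are not listed in these tables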
Bfl-1 inhibitors: Bfl-1 inhibitors, primary screen, biochemical, fluorescence polarization, FITC-Bid, mouse (AID 432) | 64,000 compounds, 0.02% hits | displacement, % at 20 µM, or IC50 in µM where a hit was titrated | FITC-Bid BH3 peptide fluorescence polarization displacement; higher % means a stronger effect; in the data active means a potency from the dose series; inactive means the rest, 99 in 100 with displacement below about 15%; further: strong numbers were not always called active
DPM-DC inhibit: blocks S. pneumoniae diphosphomevalonate decarboxylase | purified DPM-DC, PK/LDH coupled NADH fluorescence | calls only at 10 µM | 65,000 compounds, 0.49% hits;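 active means the 320 compounds with the highest percent inhibition in the single-dose primary screen, excluding strongly autofluorescent ones, cut at about 32% in these data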;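 further: kinetic rate of NADH fluorescence loss reporting ADP formed by the decarboxylase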
PMK inhibit pilot replicates: second read-out of PMK inhibit, no call of its own (marks repeat the call); inhibition, %; measured here: pilot screen replicates
Spn MK inh pilot replicates: further read-out of Spn MK inh, marked with its call; inhibition, %; measured here: pilot screen replicates
DPM-DC inhibit pilot screen %: further read-out of DPM-DC inhibit, marked with its call; inhibition, %; measured here: pilot screen trials
* marks the source's active call; other numbers are inactive results; i = inactive; · = not tested or not shown; + = active, no number. Unless noted, no stated cut-off is given here; in the data, active means cytotoxicity above about 50%; inactive means the rest.

SMILES | Spn MK inh | HT1080 cytotoxicity | LYP inhibition | HPDE-C7 viability | HPDE-C7K KRASV12 | PMK inhibit | TNAP inhibition | Bfl-1 inhibitors | DPM-DC inhibit | others
Cc1ccc(-c2noc(CCC(=O)NCC3CCN(Cc4cccc(C)c4)CC3)n2)cc1 | 0 | -7% | 18% | 6% | 3% | 13 | 11% | -6% | i | PMK inhibit pilot replicates=4.0;Spn MK inh pilot replicates=0.0;DPM-DC inhibit pilot screen %=0.0
COC(=O)CN(c1ccccc1F)S(=O)(=O)c1ccccc1 | 9 | -13% | · | -2% | -2% | 1 | 3% | 0% | i
CCn1c(SCC(=O)N2CCCc3ccccc32)nc2c1c(=O)n(C)c(=O)n2C | 6 | 16% | · | 6% | 10% | 1 | 10% | -5% | i
CCOc1ccc(C2CC(c3ccccc3C)n3ncnc3N2)cc1 (stereo not given) | 4 | 1% | -5% | -3% | 1% | 8 | 0% | -3% | i
CCC(=O)Nc1c(C(=O)Nc2cccc(OC)c2)oc2ccccc12 | 5 | 3% | · | -1% | 2% | 9 | 20% | -9% | i
O=C(c1ccco1)N1CCN(/C(=N/S(=O)(=O)c2cccs2)c2ccccc2Cl)CC1 | 16 | 0% | 19% | 15% | 8% | 15 | 19% | 2% | i | PMK inhibit pilot replicates=4.0;Spn MK inh pilot replicates=0.0;DPM-DC inhibit pilot screen %=2.0
Cc1nc(SCC(=O)N2CCN(c3ccccc3)CC2)c2oc3ccccc3c2n1 | 10 | 10% | · | 48% | 55%* | 3 | 13% | -10% | i
CCC1(C)Cc2c(sc(NC(=O)CCC(=O)O)c2C#N)CO1 (stereo not given) | 1 | -2% | 8% | 9% | -3% | 7 | 9% | -1% | i
CCOc1ccc(C(C)=O)cc1CSc1nnc(-c2ccoc2C)n1N | 0 | 1% | 8% | -2% | -11% | 11 | 5% | -6% | i
CC(C)CN(C(=O)c1ccc(=O)n(C)n1)c1nc2ccccc2s1 | 7 | -2% | 20% | -10% | -12% | 14 | 5% | -13% | i | PMK inhibit pilot replicates=0.0;Spn MK inh pilot replicates=0.0;DPM-DC inhibit pilot screen %=0.0
O=C(O)c1cccc(CN2C(=O)CSC2=O)c1 | 3 | 3% | 3% | 5% | -17% | 0 | -10% | 2% | i
O=C(OC1CCOC1=O)c1ccc(-c2nc3ccccc3s2)s1 (stereo not given) | 4 | -3% | 4% | 9% | 10% | 11 | 0% | -1% | ·
COCCCNC(=O)Cn1cc2c(n1)CCCCC2 | 10 | 7% | -3% | 1% | 1% | 6 | 7% | 5% | i
Brc1ccc(-c2cnc3n2CCCC3)cc1 | 12 | -9% | 12% | -9% | -3% | 2 | 4% | 0% | i
CCOC(=O)C1CCCN(S(=O)(=O)c2cc(Br)cc3c2N(C(=O)C2CC2)CC3)C1 (stereo not given) | 10 | 0% | · | 11% | 17% | 15 | 4% | -3% | i
COc1ccc(NC(=O)N(CCCN(C)C)Cc2cc3cc(OC)ccc3[nH]c2=O)cc1 | 7 | 4% | 2% | 7% | -3% | 16 | 6% | 2% | i
O=C(NCCc1ccccc1)C1CCN(S(=O)(=O)c2cccs2)CC1 | 7 | -2% | 5% | 5% | 2% | 16 | 4% | -6% | i
CCCCN1CCCCC1C(=O)Nc1c(C)cc(C)cc1C (stereo not given) | 2 | 6% | 11% | 2% | 9% | 16 | 10% | 1% | i
O=C(NCCc1ccccc1)c1c(O)c2cccc3c2n(c1=O)CC3 | 14 | 12% | -4% | -26% | -27% | 18 | 27% | 4% | i
COC(=O)Cc1ccc2c3ccccc3n(C)c2c1 | 8 | · | -3% | 12% | 24% | 0 | 17% | -9% | i

At a glance, 2 of the compounds above:
SMILES | Spn MK inh | HT1080 cytotoxicity | LYP inhibition | HPDE-C7 viability | HPDE-C7K KRASV12 | PMK inhibit | TNAP inhibition | Bfl-1 inhibitors | DPM-DC inhibit | others
O=C(O)c1cccc(CN2C(=O)CSC2=O)c1 | 3 | 3% | 3% | 5% | -17% | 0 | -10% | 2% | i
O=C(OC1CCOC1=O)c1ccc(-c2nc3ccccc3s2)s1 (stereo not given) | 4 | -3% | 4% | 9% | 10% | 11 | 0% | -1% | ·

Carrying on.
SMILES | Spn MK inh | HT1080 cytotoxicity | LYP inhibition | HPDE-C7 viability | HPDE-C7K KRASV12 | PMK inhibit | TNAP inhibition | Bfl-1 inhibitors | DPM-DC inhibit | others
CC1CCCCN1S(=O)(=O)c1coc(C(N)=O)c1 (stereo not given) | 6 | 0% | 6% | -3% | -7% | 17 | 9% | -4% | i
CCOc1ccc(NC(=O)CCN2CCN(c3ccccc3)CC2)cc1 | 9 | 0% | 19% | 15% | 13% | 0 | 6% | 2% | i | PMK inhibit pilot replicates=6.0;Spn MK inh pilot replicates=1.0;DPM-DC inhibit pilot screen %=1.5
S=c1[nH]nc(-c2ccccc2Cl)n1CC1CCCO1 (stereo not given) | 27 | -3% | 8% | -16% | -19% | 7 | 19% | -6% | i
CCOC(=O)c1ccc(NC(=O)CSc2nnc(C)n2-c2ccccc2)cc1 | 0 | 7% | 8% | 1% | 2% | 6 | 2% | 5% | i
COC(=O)C1=C(C)NC(C)=C(C(=O)OC)C1c1cc2ccc(C)cc2[nH]c1=O | 5 | 5% | 9% | 3% | 6% | 6 | 5% | -2% | i
CC1Cc2ccccc2N1C(=O)c1ccc2snnc2c1 (stereo not given) | 0 | -1% | 2% | -8% | -1% | 2 | 6% | 1% | i
Cc1ccc(S(=O)(=O)Cc2ccc(C(=O)N3CCN(c4ccccn4)CC3)o2)cc1 | 8 | -3% | 5% | -8% | -7% | 12 | 6% | -3% | i
O=Nc1c2nc3ccccc3n(O)c-2c2ccccc12 | 5 | 40% | 5% | 21% | 29% | 11 | 4% | 15% | i
CCOC(=O)CN(C(=O)CSc1nnc(CNc2ccc(C)cc2C)n1CC)c1ccccc1 | 7 | -10% | 5% | -3% | -10% | 11 | 9% | 4% | i
O=C(CSc1ncc(-c2ccc(F)cc2)[nH]1)NCc1ccco1 | 12 | -6% | -2% | 6% | 1% | 8 | 3% | -5% | i
Nn1c(Cc2ccccc2F)nnc1SCn1nnc2ccccc2c1=O | 13 | 8% | 7% | -25% | -21% | 3 | 1% | -4% | i
CC1CCCN(C(=O)c2ccc3c(c2)C(=O)N(CCC2=CCCCC2)C3=O)C1 (stereo not given) | 13 | -8% | · | -3% | -2% | 14 | 5% | 2% | i
O=C(Nc1ccncc1)Nc1ccccn1 | 10 | 28% | · | -6% | 2% | 6 | 6% | 0% | i
Cc1nnc(NC(=O)c2cc3n(n2)C(C(F)(F)F)CC(C2CC2)N3)s1 (stereo not given) | 4 | -6% | · | -26% | -35% | 8 | 9% | 7% | i
CC1=C(C(=O)Nc2ccc(F)cc2)C(c2ccncc2)C2=C(CCCC2=O)N1 (stereo not given) | 0 | 2% | 3% | -12% | -3% | 0 | 10% | -4% | i
O=C(CSc1nnc(-c2ccco2)o1)N1c2ccccc2CCc2ccccc21 | 17 | -3% | -5% | 2% | -5% | 8 | 10% | 6% | i
COC(=O)c1ccc2c(c1)NC(=O)C(N1CCOCC1)S2 (stereo not given) | 0 | 7% | 12% | -12% | 7% | 14 | 10% | -1% | i
CCOC(=O)N1CCN(C(=O)CSc2nc3c(cnn3-c3ccc(C)cc3)c(=O)[nH]2)CC1 | 6 | 1% | 13% | -12% | -6% | 7 | 5% | -4% | i
Cc1ccc2oc(=O)c3cnn(CC(=O)N4CCCCC4C)c3c2c1 (stereo not given) | 1 | -1% | · | -4% | -7% | 0 | 1% | -2% | i | PMK inhibit pilot replicates=1.0;Spn MK inh pilot replicates=3.5;DPM-DC inhibit pilot screen %=0.0
CSc1nc(-c2ccco2)nn1C(=O)c1cccs1 | 0 | -7% | · | -18% | -16% | 4 | 2% | -2% | i
COc1nnc(-c2ccc(N3CCOCC3)c(NC(=O)c3ccco3)c2)c2ccccc12 | 9 | · | 12% | · | · | 0 | 4% | 2% | i
O=C(NC(Cc1ccc(F)cc1)C(=O)O)c1ccccc1 (stereo not given) | 8 | 2% | 21% | 0% | -5% | 1 | 11% | -1% | i
O=C(OCCN1C(=O)c2ccccc2C1=O)c1cccc(OC(F)F)c1 | 0 | 1% | 4% | 10% | 6% | 11 | 6% | -5% | i
COc1ccc(C(=O)CSc2ncn[nH]2)cc1OC | 0 | -3% | · | 4% | 5% | 1 | 12% | 6% | i
Cc1cccc(C(CC(=O)N2CCCC2)c2ccccc2)c1O (stereo not given) | 9 | -2% | -3% | -27% | -7% | 13 | 1% | -6% | i
CCOC(=O)N1CC=C2C(C#N)=C(N)C(C#N)(C#N)[C@H](c3cccs3)[C@H]2C1 | 7 | 3% | 2% | 3% | 11% | 0 | 9% | 3% | i
CCOCCCNC(=O)C(c1ccc(OC)cc1)N(Cc1ccc2c(c1)OCO2)C(=O)CNC(C)=O (stereo not given) | 6 | 2% | 10% | -6% | -2% | 6 | 6% | 1% | i
COCCN(Cc1cc2cccc(C)c2n2nnnc12)C(=O)C(F)(F)F | 3 | -19% | 9% | 8% | 17% | 12 | 8% | 4% | i
Cc1ccc(O)c(Sc2cc(C)ccc2O)c1 | 7 | -3% | -3% | 53%* | 65%* | 1 | -15% | 0% | i
N#Cc1c(C(F)(F)F)cc(-c2ccco2)nc1SCc1ccncc1 | 8 | -2% | · | -13% | 7% | 7 | 11% | -7% | +
Cc1ccc(/C(O)=C2\C(=O)C(=O)N(CC(C)O)C2c2cccc(F)c2)cc1 (stereo not given) | 0 | 27% | 2% | -2% | 11% | 22 | 9% | -3% | i
OCCN(CC(O)Cn1ccc2ccccc21)CC(O)Cn1ccc2ccccc21 (stereo not given) | 0 | 1% | 0% | -4% | 29% | 11 | -2% | -2% | i
Clc1ccc(Nc2nc(-c3cccs3)cs2)nc1 | 6 | 6% | 12% | 6% | 19% | 0 | -2% | 0% | i
CCn1cc(C(=O)NCCCOC)c(=O)c2cc(S(=O)(=O)N(C)C3CCCCC3)ccc21 | 7 | 3% | 1% | 2% | 9% | 0 | 14% | 5% | i | PMK inhibit pilot replicates=0.0;Spn MK inh pilot replicates=0.5;DPM-DC inhibit pilot screen %=15
O=C(Cn1nc(C(F)(F)F)c2c1CCC2)N1CCN(c2ccccc2)CC1 | 0 | -9% | -5% | -11% | -20% | 4 | 5% | 0% | i
COc1ccc(-c2nc(CS(=O)CC(=O)NCCCN3CCCC3)c(C)o2)cc1OC (stereo not given) | 5 | 5% | · | 3% | 5% | 7 | 2% | -1% | i

Of the compounds above, these have bromine:
SMILES | Spn MK inh | HT1080 cytotoxicity | LYP inhibition | HPDE-C7 viability | HPDE-C7K KRASV12 | PMK inhibit | TNAP inhibition | Bfl-1 inhibitors | DPM-DC inhibit | others
Brc1ccc(-c2cnc3n2CCCC3)cc1 | 12 | -9% | 12% | -9% | -3% | 2 | 4% | 0% | i
CCOC(=O)C1CCCN(S(=O)(=O)c2cc(Br)cc3c2N(C(=O)C2CC2)CC3)C1 (stereo not given) | 10 | 0% | · | 11% | 17% | 15 | 4% | -3% | i

Screening results deposited in PubChem BioAssay by several laboratories.
